Bioassay records as filed in PubChem.
Dynein transport – inhibitors of GR-EGFP nuclear translocation, primary screen, dynein cargo transport inhibitor project, imaging, high-content, 3617.4 mouse cells. z-score, hits read low. 220,000 compounds, 0.47% hits. test concentration mostly 20 µM; stimulated with dexamethasone, 1 µM; hits give low values;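 active = plate z-score of nuclear minus cytoplasmic receptor signal below a set negative limit, without overly bright fluorescence or cell loss, cut at about -3.5 in these data, passing the limit was not always enough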;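 note: z-score of nuclear minus cytoplasmic ring GR-EGFP intensity difference per well; some compounds called inactive have numbers as strong as hits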
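Medium: Induction medium lacking tetracycline, stripped serum | Probe or stimulus: 1.0 µM final dexamethasone stimulus | Schedule: 48 h induction, then 1 h compound, then 30 min agonist, 37 °C | Signal: Automated 10x imaging of fixed Hoechst-stained cells | Evaluation: Per-cell GR-EGFP intensity, nucleus versus surrounding cytoplasmic ring, well-averaged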
MT stabilizer – microtubule stabilizers in HeLa cells, primary screen, imaging, high-content imaging; HeLa tubulin immunostaining HCS, 24 h; share of cells brighter than vehicle mean+2SD; % tubulin-high responders, % at 10 µM; 200,000 compounds, 0.83% hits; AID 2205, 2009;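 active = plate Z-score above 3 for both tubulin-high and condensed-nucleus cell shares, with cell loss under 80%, at 10 µM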;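 note: anti alpha tubulin signal scored within the nucleus-defined area of each cell; some results filed as inactive read as strong as hits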
Ins promoter up – insulin promoter activators in MIN6 cells, imaging, high-content screening, mouse beta cells. MIN6 insulin promoter-GFP reporter; hits give high values. AID 1625, 2009. 190,000 compounds, 0.3% hits. z-score at 5 µM;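 active = z-score above 3 at 5 µM with at least 500 cells counted in the well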
b-catenin transl – modulators of beta-catenin nuclear translocation, primary screen, imaging, HeLa cells, immunofluorescence, high-content. nuclear translocation activity, % at 5 µM. 190,000 compounds, 0.3% hits;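 active = nuclear translocation activity above 50% at 5 µM, with a well cell count of 50 or more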;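 note: per-cell ratio of nuclear to cytoplasmic median beta-catenin stain intensity; plate controls were DMSO negative control for no effect and GSK-3 inhibitor IX positive control for full effect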
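Signal – beta-catenin immunofluorescence imaging with DAPI · Test system – human HeLa cell line · Dosing – 5 µM primary single dose, 0.1% DMSO, 0.02–20 µM confirmation series · Measure – % activation, nuclear-to-cytoplasmic median beta-catenin signal ratio per cell · Incubation – 24 h compound exposure at 37°C, 5% CO2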
Autophagy mod – autophagy modulators in MEF cells, primary screen, imaging, high-content, MEF GFP-LC3; MEF GFP-LC3 puncta imaging; test concentration mostly 10 µM; calls only at 10 µM (by protocol); 190,000 compounds, 0.98% hits;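 active = percentage of spot-positive cells more than 3 SD above its plate mean, without a fluorescence outlier flag or 80% toxicity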;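 note: spot-positive cell cutoff set from DMSO-treated cells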
T cell HTS – modulators of CD8 T cell-vesicle binding, primary screen, mouse 2C CD8+ T cells, flow cytometry; 2C CD8+ T cell-vesicle binding; hits give low values; calls only at 7 µM; 330,000 compounds, 0.068% hits; AID 2052, 2009;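 active = response, share of CD8 T cells binding vesicles, and their 90th percentile fluorescence all below set limits, cut at about 80% in these data, passing the limit was not always enough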
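System: murine 2C transgenic CD8+ T lymphocytes; also added: QL9-loaded Drosophila micro-vesicles; times: binding 1.5 h at 37 °C; measured by: flow cytometry, PE anti-B7-1 (FL2) versus Alexa647 anti-CD8 (FL8), PFA-fixed; control set: Peptide-free naked vesicles (low) and QL9 vesicles with 0.7% DMSO vehicle (high)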
CSM14.1 death rescue – rescue of cells from ER stress-induced death, primary screen, 384-well, CSM14.1, thapsigargin, ATP luminescence (AID 1222) | 190,000 tested, under 10 active | CSM14.1 thapsigargin-induced death rescue, ATP luminescence; higher % means a stronger effect | cellular ATP content (survival), % at 20 µM; hits with a dose series show EC50 in µM;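 active = EC50 below 50 µM in the dose-response confirmation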;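 note: death triggered by thapsigargin at about 15 µM added after 2 h compound pretreatment; cell ATP read after overnight thapsigargin exposure of roughly 18 to 22 hours; normalized against plate controls of thapsigargin alone and 5% DMSO vehicle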
Hep lipid drop – inhibitors of hepatocyte lipid droplet formation, primary screen, imaging, high-throughput imaging, BODIPY stain | AID 1656, 2009 | AML12 mouse hepatocytes, oleate lipid droplets | 240,000 compounds, 0.4% hits | inhibition, % at 6.5 µM;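 active = lipid droplet intensity inhibited by at least 50%, with more than 500 cells counted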
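Material: mouse AML12 hepatocyte cell line, fixed after treatment; Timing: compound with oleate, overnight; Technique: high-content imaging of BODIPY-stained droplets and DAPI nuclei; Probe or stimulus: oleate, 100 µM final; Dosing: compound at 6.5 µM only.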
PhoP inhibition – inhibitors of PhoP regulon expression, primary screen, Salmonella Typhimurium, GFP reporter (AID 1863); S. Typhimurium PhoP-regulated promoter GFP reporter, 4 h; higher % means a stronger effect; one-dose inhibition, % at 50 µM; IC50 in µM for titrated hits; 300,000 compounds, 0.16% hits;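 active = inhibition over 29.93%, a cutoff 3 SD above the screen mean, later confirmed by dose response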;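 note: 0% = low Mg2+ inducing control and 100% = high Mg2+ repressing control; strong numbers were not always called active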
Dynein transport cytoplasmic EGFP – also measured in Dynein transport; calls as there; z-score; measured here: cytoplasmic GR-EGFP intensity; hits give high values
Dynein transport nuclear GR-EGFP – recorded beside Dynein transport, whose call it bears; z-score; measured here: nuclear GR-EGFP intensity;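 lower value marks the stronger effect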
Dynein transport cell count – second read-out of Dynein transport, no call of its own (marks repeat the call); z-score; measured here: cell count per field
Ins promoter up cell count – also measured in Ins promoter up; calls as there; cell count; measured here: cytotoxicity, nuclei count;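 total cells summed across four imaged fields per well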
Hep lipid drop cells 6.5 µM – further read-out of Hep lipid drop, marked with its call; cell count; measured here: cell count, cytotoxicity flag;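 cells counted across two imaged fields per well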
b-catenin transl cell count 5 µM – second read-out of b-catenin transl, no call of its own (marks repeat the call); cell count; measured here: cell count, cytotoxicity flag
T cell HTS vesicle-bound % – recorded beside T cell HTS, whose call it bears; double positive events, %; measured here: CD8+ vesicle-bound cell fraction;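 binding gate set so that unloaded-vesicle control wells show 10% double positive cells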
MT stabilizer Hoechst-high % – also measured in MT stabilizer; calls as there; % Hoechst-high responders; measured here: nuclear condensation Hoechst responders;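 share of cells brighter than vehicle mean plus two SD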
MT stabilizer cytotoxicity % – recorded beside MT stabilizer, whose call it bears; toxicity, %; measured here: cytotoxicity by cell density;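 0% = mean cell density of plate MIN control wells and 100% = no cells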
Autophagy mod cell loss 18 h – second read-out of Autophagy mod, no call of its own (marks repeat the call); toxicity, %; measured here: cell loss, nuclei count;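 cell loss after 18 h compound exposure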
Numbers without * were called inactive; i = inactive; x = not tested or not shown.

Results follow in this order: Dynein transport | Dynein transport cytoplasmic EGFP | Dynein transport nuclear GR-EGFP | Dynein transport cell count | MT stabilizer | MT stabilizer Hoechst-high % | MT stabilizer cytotoxicity % | Ins promoter up | Ins promoter up cell count | b-catenin transl | b-catenin transl cell count 5 µM | Autophagy mod | Autophagy mod cell loss 18 h | T cell HTS | T cell HTS vesicle-bound % | CSM14.1 death rescue | Hep lipid drop | Hep lipid drop cells 6.5 µM | PhoP inhibition
- Cc1nn(S(=O)(=O)N2CCCCC2)c(C)c1Br
    0.17 | -0.22 | 0.17 | -0.0033 | 3.5 | 1.8 | 6.2 | -0.2 | 1178 | x | x | i | -1 | i | 10 | x | -23 | 642 | 4%
- CSc1ncccc1C(=O)OCC(=O)c1cc(C)n(CC2CCCO2)c1C (stereo unspecified)
    0.22 | -0.16 | 0.075 | 0.34 | x | x | x | -0.14 | 1444 | -2.8 | 1162 | x | x | i | 41 | x | 3 | 685 | -6%
- CCOC(=O)CNC(=O)c1cc(-c2ccc3c(c2)OCCO3)oc1C
    -0.24 | -0.21 | 0.054 | 0.58 | 1.1 | 1.1 | 4.8 | -0.12 | 1265 | x | x | i | -4 | i | 38 | -2.4% | 5 | 682 | 0%
- O=C(O)CSc1nnc(CNc2ccc(F)cc2)n1-c1ccccc1
    -0.17 | -0.22 | 0.38 | -0.17 | x | x | x | 0.12 | 1237 | 0.7 | 1253 | x | x | i | 55 | x | -5 | 653 | -10%
- O=C(NCCNc1ccc([N+](=O)[O-])cc1)c1cccc2c(Br)cccc12
    0.3 | -0.091 | 0.54 | -0.29 | 2.0 | 3.5 | 3.4 | -0.1 | 1404 | -4.0 | 516 | i | 12 | i | 4 | 5.6% | 18 | 704 | -10%
- CCN1CCN(c2ccc(NC(=O)Cc3ccccc3)cc2)CC1
    -0.47 | -0.23 | -0.52 | 0.88 | 3.4 | 2.9 | 6.0 | 1.1 | 1178 | 0.4 | 878 | i | -7 | i | 17 | -4.6% | 6 | 787 | -2%
- CC1(C)Cc2c(C#N)c(NCCO)nc(-c3ccco3)c2CO1
    0.034 | -0.11 | -0.15 | 0.26 | x | x | x | x | x | -1.5 | 1128 | x | x | i | 27 | x | 13 | 714 | -2%
- Cc1ccc(C(=O)Nn2cnnc2)cc1[N+](=O)[O-]
    -0.9 | 0.12 | -0.34 | 0.35 | 0.8 | 1.3 | 7.9 | x | x | x | x | i | -5 | i | 63 | x | x | x | x
- CCc1cc(C(=O)OC)c(NC(=O)CCC(=O)O)s1
    -0.25 | -0.033 | -0.049 | 1 | 1.6 | 1.9 | 3.9 | -0.38 | 1573 | -0.3 | 1017 | i | -1 | i | 13 | -0.7% | -4 | 656 | 1%
- Cn1ccnc1SCC(=O)Nc1cccc(S(=O)(=O)N2CCCCCC2)c1
    -0.32 | 0.22 | -0.62 | 0.88 | 1.9 | 1.9 | 8.1 | 0.41 | 1579 | 1.2 | 874 | i | -1 | i | 22 | -2.2% | 1 | 702 | 3%
- O=S(=O)(c1cccc(NC(=S)N2CCN(c3ccccc3F)CC2)c1)C(F)F
    0.79 | -0.26 | 0.55 | -0.39 | 1.5 | 1.6 | 6.5 | -0.13 | 1542 | -0.1 | 1102 | i | 1 | i | 48 | 2.5% | 0 | 679 | -12%
- CCNC(=S)N1CCN(S(=O)(=O)c2ccc(C)c(C)c2)CC1
    -1 | -0.34 | -0.44 | 1.8 | 1.3 | 2.1 | 6.6 | 0.69 | 1205 | 0.6 | 1146 | i | -8 | i | 51 | -0.9% | 2 | 708 | 4%
- COc1ccc(N2CCN(C(CNC(=O)c3cccc(Cl)c3)c3cccnc3)CC2)cc1 (stereo unspecified)
    0.91 | -0.065 | 0.67 | -1.3 | 6.1 | 0.8 | 1.9 | -1.1 | 1010 | -0.8 | 1373 | i | -48 | i | 32 | -1.8% | x | x | -3%
- CCSc1nc(O)c(Cc2ccccc2)c(=O)[nH]1
    -0.98 | -0.4 | -0.53 | 0.76 | 2.0 | 1.4 | 9.4 | 0.21 | 887 | 2.2 | 1158 | i | 5 | i | 47 | 2.3% | 19 | 806 | -5%
- COc1ccc(/C=C/C(=O)O/N=C(\N)c2ccccc2)cc1OC
    0.51 | -0.23 | 0.4 | -0.35 | 2.8 | 2.8 | 0.7 | -0.28 | 1401 | -0.4 | 1123 | i | 7 | i | 16 | 0.9% | 9 | 541 | -6%
- CC(C)CCNC(=O)c1sc2ccc(S(=O)(=O)N3CCCCC3)cc2c1N
    -1.1 | -0.17 | -0.83 | 0.51 | 5.5 | 2.3 | 8.7 | 0.16 | 1404 | 1.9 | 1065 | i | 1 | i | 62 | -0.4% | -5 | 628 | -15%
- COCC(C)NC(=O)NC(=O)c1ccc(Cl)cc1 (stereo unspecified)
    -0.24 | -0.26 | -0.091 | 0.7 | 1.2 | 1.3 | 6.7 | -0.14 | 1754 | 0.0 | 1060 | i | 3 | i | 30 | -1.7% | -10 | 644 | -6%
- Cc1[nH]c2ccccc2c1SCC(=O)NC1CCCCC1
    -0.24 | -0.26 | -0.19 | 0.48 | 2.3 | 2.2 | 1.2 | -0.03 | 1261 | -0.1 | 1154 | i | 15 | i | 49 | -1.2% | -8 | 685 | -2%
- COc1ccc2oc(C(F)(F)C(F)(F)F)cc(=O)c2c1
    2 | -0.16 | 1 | -1.9 | 4.9 | 1.5 | 2.1 | 1.6 | 1403 | -4.2 | 967 | i | -8 | i | 32 | -2.0% | x | x | 0%
- CCOC(=O)c1c[nH]c2nc(C)ccc2c1=O
    -0.085 | -0.33 | 0.075 | -0.12 | 4.0 | 1.8 | 3.5 | 0.29 | 1243 | -0.5 | 1135 | i | 10 | i | 13 | 3.8% | 6 | 667 | -11%
- CCOC(=O)c1c(NC(=O)CSc2nnc(C)o2)sc(C)c1C
    -0.59 | -0.78 | -0.62 | 0.32 | x | x | x | 0.42 | 994 | -0.2 | 1376 | x | x | i | 36 | x | -4 | 742 | -1%
- S=c1[nH]nc(C2CCCCC2)n1/N=C/c1ccco1
    0.9 | -0.25 | 0.071 | -0.097 | 1.9 | 3.4 | 15 | -0.18 | 1570 | -1.5 | 1003 | i | 11 | i | 8 | -0.6% | 9 | 649 | 2%
- CCN(CC)C(=O)c1oc2ccc(S(=O)(=O)N3CCCCCC3)cc2c1C
    2.6 | 0.041 | 1.2 | -0.61 | 1.9 | 1.7 | 13 | -0.41 | 873 | -0.4 | 1216 | i | 12 | i | 20 | 6.4% | -14 | 735 | 5%
- COC(=O)c1c(NC(=O)c2ccc(C)c(S(=O)(=O)Nc3ccccc3C)c2)sc2c1CCCC2
    1.3 | -0.25 | 0.44 | -0.1 | 3.4 | 2.3 | 8.0 | -3 | 1488 | 0.3 | 1084 | i | 6 | i | 34 | -1.1% | 12 | 689 | -1%
- Cc1ccc(OCc2nnc(NC(=O)OCC(C)C)s2)c(C)c1
    1.1 | -0.21 | 0.89 | 0.4 | 2.7 | 2.2 | 8.7 | 0.16 | 1809 | -0.4 | 1045 | i | 11 | i | 34 | -2.0% | -15 | 648 | 3%
- COc1ccc(N2C(=O)NC3CC2(C)Oc2ccc(Br)cc23)cc1OC (stereo unspecified)
    -0.49 | -0.41 | -0.41 | 1.2 | 6.0 | 4.0 | 4.7 | -1.2 | 1893 | -1.0 | 1072 | i | 9 | i | 45 | -2.0% | 2 | 738 | -5%
- O=c1c2ccccc2ncn1Cc1ccccc1
    0.13 | 0.018 | 0.17 | 0.42 | x | x | x | -0.64 | 1365 | -0.5 | 1278 | x | x | i | 56 | x | 9 | 695 | -10%
- Cc1cc2c(c(C)nn2-c2ccccc2)c(=O)o1
    -0.45 | -0.21 | -0.055 | 0.62 | 2.5 | 1.1 | 3.1 | x | x | -0.9 | 977 | i | 6 | i | 37 | -0.8% | x | x | 7%
- CS(=O)(=O)N(CC(=O)Nc1ccc2c(c1)OCCO2)Cc1ccccc1
    0.62 | -0.26 | 0.45 | 0.81 | 1.9 | 2.5 | 14 | 0.45 | 1754 | -1.0 | 1055 | i | -3 | i | 8 | -3.3% | -5 | 660 | -4%

This is a random part of the collection; any-hit rate near 3%.
